Screening results: PubChem, ICCB-Longwood Screening Facility, Harvard Medical School
Polio RdRp inh – inhibitors of poliovirus RNA polymerase binding and polymerization; poliovirus polymerase elongation, fluorescence polarization; active compounds read low; % elongation, % (compound at 16.7 µg/mL); 150,000 tested, 0.66% active; in the data active means % elongation below about 90%; further: some results filed as inactive read as strong as hits
Target sequence (P03300 1749-2209 limits assumed): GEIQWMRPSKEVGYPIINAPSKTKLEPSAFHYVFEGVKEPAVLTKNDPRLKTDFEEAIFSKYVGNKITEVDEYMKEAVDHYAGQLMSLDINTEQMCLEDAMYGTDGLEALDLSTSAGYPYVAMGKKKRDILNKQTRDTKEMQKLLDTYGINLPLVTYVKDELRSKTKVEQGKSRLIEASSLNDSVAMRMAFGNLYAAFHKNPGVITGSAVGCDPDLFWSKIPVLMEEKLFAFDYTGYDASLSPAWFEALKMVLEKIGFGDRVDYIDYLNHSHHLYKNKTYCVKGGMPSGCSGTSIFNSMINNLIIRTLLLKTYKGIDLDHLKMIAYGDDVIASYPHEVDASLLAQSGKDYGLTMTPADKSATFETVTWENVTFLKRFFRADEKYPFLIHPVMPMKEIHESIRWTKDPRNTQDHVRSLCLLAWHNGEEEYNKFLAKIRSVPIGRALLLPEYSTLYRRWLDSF
Polio RdRp inh FP z-score – recorded beside Polio RdRp inh, whose call it bears; z-score; measured here: FP z-score; hits read low
An asterisk follows results filed as active; & = joins results of further samples.

SMILES	Polio RdRp inh	Polio RdRp inh FP z-score
CCC(CC)NC(=O)Nc1ccc(F)cc1F	105.0	1.3
CCCCCn1c2ccccc2c2nc3ccccc3nc21	100.0	-0.2
COc1cc(/C=C/C(=O)O)cc(S(=O)(=O)N2CCOCC2)c1OC	103.0	0.4
CN(C(=O)COC(=O)c1ccccc1O)C1CCCCC1	104.0	0.9
CC(NC(=O)CN1CCc2ccccc21)c1ccccc1 (stereo not drawn)	106.0	0.7
COc1ccc(/C=C2\Cc3ccccc3C2=O)cc1O	103.0	0.2
CCN(CC)c1ccc(N=CN2CCOCC2)cc1	138.0	3.1
O=C(NC1CCCC1)c1cnn(-c2ccc(F)cc2F)c1C1CCNCC1	107.0	0.3
Cc1ccc(S(=O)(=O)c2nnn3c2nc(NC(C)c2ccccc2)c2sccc23)cc1 (stereo not drawn)	110.0	0.5
Cc1ccc(-c2cn3nc(N4CCCC(C(=O)Nc5ccc(F)cc5)C4)sc3n2)cc1 (stereo not drawn)	107.0	0
Cc1nc2ccc(S(=O)(=O)N(C)CC(=O)Nc3cccc(C(F)(F)F)c3)cc2s1	108.0	0.2
CC1CCCCN1S(=O)(=O)Cc1ccccc1 (stereo not drawn)	106.0	0.3

Next part (2 carried over from the part before).
SMILES	Polio RdRp inh	Polio RdRp inh FP z-score
Cc1nc2ccc(S(=O)(=O)N(C)CC(=O)Nc3cccc(C(F)(F)F)c3)cc2s1	108.0	0.2
CC1CCCCN1S(=O)(=O)Cc1ccccc1 (stereo not drawn)	106.0	0.3
Cc1oc(-c2ccccc2F)nc1CS(=O)(=O)CC(=O)N1CCN(c2ccccc2)CC1	103.0	-0.3
CSCCC1NC(=O)NC1=O (stereo not drawn)	105.0	0.2
CC(=O)OCCSc1nc(N(C)C)nc(N(C)C)n1	101.0	0.4
CSCCNC(C)=O	100.0	-0.1
CC(C)CCNC(=O)c1cn(-c2ccccc2)nc1-c1cccs1	99.0	-0.7
O=C1CC(NC(=O)N2CCCc3ccccc32)CN1c1ccccc1 (stereo not drawn)	104.0	0.6
CCOC(=O)c1c(SC)nc2ccc(Cl)cc2c1N1CCOCC1	104.0	0.1
COc1cccc(C(=O)Cn2c(=O)n(CCCS(=O)(=O)C3CCCCC3)c(=O)c3ccccc32)c1	104.0	0.6
Cc1ccc(-n2ncc3c(N(CCO)Cc4ccccc4)ncnc32)cc1	114.0	1.3
COc1ccc(CCn2c(=S)[nH]c3nccnc3c2=O)cc1OC	102.0	0.2
Cc1ccc(NC(=O)C2CCCN(c3nnc(C)c4c(C)n(-c5ccccc5)nc34)C2)cc1Cl (stereo not drawn)	103.0	-0.5
O=C(O)CSCC(=O)N1CCn2c3c(c4cc(C5CCCCC5)ccc42)CCCC31 (stereo not drawn)	101.0	0
CCNC(=O)[C@H]1O[C@@H](n2cnc3c(N)ncnc32)C(O)[C@H]1O (stereo partly drawn)	101.0	0.4
CCOc1ccccc1CNC(=O)CCc1cn(CC)c2ccccc12	103.0	0.2
CN1CCC(O)(c2ccccc2)C(C(=O)c2ccccc2)C1 (stereo not drawn)	100.0	-0.1
CCN(c1ccc(Cl)cc1)S(=O)(=O)c1nnc(NC(=O)c2ccco2)s1	105.0	-0.8
O=C1/C(=C/c2ccccc2F)Cc2ccccc21	102.0	0.3
N#C/C(=C\c1ccc(OCc2ccc(Cl)cc2Cl)cc1)c1nc2ccccc2[nH]1	102.0	-0.2
CCOC(=O)c1cc(S(=O)(=O)N2CCN(c3ccccc3OC)CC2)[nH]n1	103.0	-0.9
CCOc1ccc(NC(=O)CN2C(=O)CCSc3ccc(S(=O)(=O)N4CCCC4)cc32)cc1	105.0	-0.3
CC1=C(c2ccc(C)cc2)S(=O)(=O)NC1=NCc1ccccn1	104.0	0.5
CC(C)(C)NC(=O)CCCN1C(=O)c2ccccc2C1=O	100.0	-0.4
O=C(OCC(=O)N1CCCCC1)c1ccccc1OCCOc1ccccc1	99.0	-0.5
O=C1c2ccc(-c3nc4ccccc4c(=O)o3)cc2C(=O)N1Cc1ccc(Cl)cc1	100.0	-0.1
C=CCn1c(CC(=O)Nc2ccccc2Cl)nnc1SCC(=O)Nc1nccs1	101.0	0.5
COc1ccccc1NC(=O)C(Cc1ccccc1)NS(=O)(=O)c1cccc2nsnc12 (stereo not drawn)	102.0	-0.3
CCOc1ccc(C(=O)N2C(C)CCCC2C)cc1OCC (stereo not drawn)	104.0	0.9
O=C(COC(=O)Cc1coc2ccc3ccccc3c12)Nc1nnc(-c2ccccc2)o1	101.0	-0.2
Cc1ccc(Cl)cc1NC(=O)CSc1nc2c(oc3ccccc32)c(=O)n1C1CCCC1	106.0	1.3
O=C1NC(=NCc2ccccc2)S/C1=C\c1ccc(Cl)cc1	104.0	1
Cc1nc(-c2ccc(S(=O)(=O)N3CCN(c4cccc(Cl)c4)CC3)cc2)co1	107.0	-0.1
CN1C(C(=O)Nc2ccc(F)cc2F)=CC(c2ccc(F)cc2)=NS1(=O)=O	104.0	0.2
O=C(N/N=C/c1cccnc1)C1=NNC(=O)C1CCO (stereo not drawn)	107.0	1.6
O=C(Nc1nc(-c2cccs2)cs1)C1CC(=O)N(C2CCCC2)C1 (stereo not drawn)	98.0	-0.6
Cc1cc(-n2c(C)cc(CNC(C)C(O)c3ccc(O)cc3)c2C)no1 (stereo not drawn)	107.0	0.5
CN(C)c1ccc(C(=S)N2CCN(c3cccc(Cl)c3)CC2)cc1	100.0	-0.3
Cc1nc(Cl)c(Cc2ccccc2)c(N2CCCC2)n1	101.0	-0.3
COc1cccc(NC(=O)CC2CCCCC2)c1	100.0	-0.1
Cc1ccc2c(c1)N(C(=O)N1CCC(C(=O)NCc3cccc(Br)c3)CC1)CCO2	105.0	-0.3
CCN(CC)S(=O)(=O)c1ccc2[nH]c(=O)cc(C(=O)Nc3ccccc3N3CCN(C)CC3)c2c1	105.0	0.3
CCCc1nn2c(=O)cc(COc3ccc(C)cc3)nc2s1	99.0	-1
CN(CC(COc1ccccc1)OC(=O)c1ccc(Cl)cc1)C1=NS(=O)(=O)c2ccccc21 (stereo not drawn)	108.0	0.7
O=C(O/N=C/c1ccc(F)c(Cl)c1)C1CC1	101.0	-0.2
COc1ccccc1-c1noc(-c2ccc(NCC3CCCO3)c([N+](=O)[O-])c2)n1 (stereo not drawn)	113.0	1.2
CCOc1ccc(CNC(=O)CC(C)n2nc(C)cc2C)cc1OC (stereo not drawn)	101.0	-1.2
CCCCN(CCCC)S(=O)(=O)c1ccc(C(=O)Nc2sc3c(c2C(N)=O)CCN(CC)C3)cc1	104.0	-0.4
COc1ccccc1-c1nnc(C2CCN(C(=O)c3cccc(Cl)c3)CC2)o1	104.0	-0.1
N=C1C(c2nc3ccccc3s2)=C(O)CN1c1ccccc1	106.0	0.3
Cc1ccc(S(=O)(=O)CCSc2nc(C)cc(C)c2C#N)cc1	103.0	0.4
Cc1c[n+]([O-])n(-c2ccc(C(=O)O)cc2)n1	101.0	-0.2
O=C1C=CC(=O)N1c1ccc(N2CCOCC2)cc1	101.0	-0.3
Cc1cccc(C)c1Nc1c(-c2ccccn2)nc2c(C)cccn12	103.0	-0.6
COc1cc2c(cc1OC)C(COc1cc(C)cc(C)c1)N(C(=O)COc1ccccc1)CC2 (stereo not drawn)	110.0	0.6
CCOC(=O)N1CCN(c2c(-c3ccccc3)c3cc(Cl)ccc3[nH]c2=O)CC1	100.0	-0.1
CCCN1CCN(CCCNC(=O)c2cc3c(s2)-c2ccccc2S(=O)(=O)C3)CC1	105.0	0.6
Cc1nc(CSc2nnc(-c3c[nH]c4ccccc34)o2)cs1	106.0	0.4
CC(=O)OCc1cnc(C)c2oc(=O)c(C(=O)Nc3cc(F)ccc3C)cc12	109.0	0.7
Cn1c(=O)n(C)c2cc(NS(=O)(=O)c3ccc(Cl)cc3)c(NCc3ccccc3)cc21	109.0	1.2
CC(C)(C)C1CCc2onc(C(=O)Nc3cccc(O)c3)c2C1 (stereo not drawn)	103.0	0.4
CN(C)c1ccc(C(=O)Nc2c(C(=O)NC(C)(C)C)oc3ccccc23)cc1	106.0	0

New compounds follow
SMILES	Polio RdRp inh	Polio RdRp inh FP z-score
CCc1cc2[nH]c(C(=O)OC)cc2s1	105.0	1.3
COCc1c(C(=O)Nc2cc(C)cc(C)c2)oc2ccccc12	104.0	0.1
Cc1cccc(/C=C2/Oc3ccccc3N(CC(=O)N3CCC4(CC3)OCCO4)C2=O)c1	103.0	0.8
O=C(CSc1nc2ccccc2o1)N(Cc1cccs1)c1ccc2c(c1)OCCO2	112.0	0.5
O=C(NCC1CCCN2CCCCC12)c1cccc(Br)c1 (stereo not drawn)	105.0	0.1
COc1cc(NC(=O)c2nnn(Cc3ccc(F)cc3)c2N)cc(OC)c1	102.0	-0.9
COC(=O)c1ccccc1S(=O)(=O)NC(=O)Nc1nc(C)c2c(n1)CCS(=O)(=O)C2	104.0	0
O=C(Nc1ccc(Br)cc1C(=O)c1ccccc1Cl)c1ccccc1F	100.0	-0.4
COc1cccc(CNC(=O)Cn2cccc2C(=O)c2ccccc2)c1	110.0	1
COC(=O)Cn1c(O)c(N=NC(=O)c2ccc3ccccc3c2O)c2ccccc21	100.0	-0.3
CN(CCc1ccccn1)C(=O)Nc1cc(Cl)cc(Cl)c1	104.0	0.5
COC(=O)C1=CN(c2ccc(F)cc2)C=C(C(=O)OC)C1c1cccs1	105.0	0.2
CCc1c(C(=O)OC)nn(-c2ccc(OC)cc2)c(=O)c1C#N	99.0	-0.3
COc1ccc(OC)c(C(O)CNC(=O)CN)c1 (stereo not drawn)	100.0&98.0	0.1&-0.1
O=c1oc2ccccc2cc1-c1cn2ccccc2n1	101.0	-1
CCCc1cc(-c2nc(-c3ccc(Br)cc3)cs2)ccn1	100.0	-0.2
O=C1/C(=C/c2cccs2)SC(=S)N1/N=C/c1cccs1	103.0	0.7
CC1(C)CC(=O)C(C=Nc2ccc(S(=O)(=O)Nc3nccs3)cc2)=C(O)C1	102.0	0.1
O=C(Cn1c(=O)sc2ccccc21)Nc1ccc(O)cc1	101.0	0
COc1cccc(OCC(=N)N)c1	101.0	-0.2
O=C(COc1ccc(F)cc1)Nc1ccc(-n2cnnn2)cc1	103.0	0
c1ccc2c(c1)SCc1nnc(-c3ccncc3)n1-2	101.0	0.1
COc1ccc(-c2nc(C)c(CCNC(=O)C(=O)Nc3cccc(F)c3)s2)cc1OC	107.0	0
CC(=O)Nc1ccc(OCCCl)c(OCCCl)c1	101.0	-0.1
COc1ccccc1OCCn1c(N)nc2ccccc21	98.0	-0.5
O=C(O)CCc1ccc(-c2ccc(F)cc2)[nH]1	107.0	0.6
CC(C)(C)C1(C)OC(CO)C(CO)O1 (stereo not drawn)	100.0	0.1
CCC1(C)C2CCC1(C)C(NC(=O)c1ccccc1)(C(=O)O)C2 (stereo not drawn)	100.0	-0.2
COC(=O)C(C(=O)OC)C1(C)CCC(OC)C1(C)C (stereo not drawn)	97.0	-0.3
O=C(CCCSc1nc2ccccc2[nH]1)NCc1ccco1	106.0	0.3
Cc1cc(C)cc(NC(=O)C2CCCC2)c1	105.0	0.4
COc1cc2c(cc1OC)C(C)N(C(=O)c1ccc(N)cc1)CC2 (stereo not drawn)	99.0	-0.6
NS(=O)(=O)c1ccc(N=CC2=C(O)c3ccccc3C2=O)cc1	108.0	0.6
Cc1ccc(-n2nc(CO)c(C(=O)NCCCCc3ccccc3)n2)cc1	109.0	0.6
Cc1cccc(CNC(=O)c2ccc3nc(-c4ccccc4)c(-c4ccccc4)nc3c2)c1	111.0	0.3
C=CCn1c(NCc2ccccc2)nc2ccccc21	106.0	0.3

Look-ups from the list.
For Polio RdRp inh, O=C(CSc1nc2ccccc2o1)N(Cc1cccs1)c1ccc2c(c1)OCCO2 has the entry 112.0
For Polio RdRp inh FP z-score, CCOC(=O)c1cc(S(=O)(=O)N2CCN(c3ccccc3OC)CC2)[nH]n1 has the entry -0.9
For Polio RdRp inh, COc1cc2c(cc1OC)C(COc1cc(C)cc(C)c1)N(C(=O)COc1ccccc1)CC2 (stereo not drawn) has the entry 110.0
For Polio RdRp inh FP z-score, O=C(Cn1c(=O)sc2ccccc21)Nc1ccc(O)cc1 has the entry 0
For Polio RdRp inh FP z-score, N#C/C(=C\c1ccc(OCc2ccc(Cl)cc2Cl)cc1)c1nc2ccccc2[nH]1 has the entry -0.2
For Polio RdRp inh, CC1=C(c2ccc(C)cc2)S(=O)(=O)NC1=NCc1ccccn1 has the entry 104.0

Single records (already shown). Values in the order: Polio RdRp inh, Polio RdRp inh FP z-score
COC(=O)C(C(=O)OC)C1(C)CCC(OC)C1(C)C (stereo not drawn) across the screens: 97.0, -0.3
Cc1cccc(CNC(=O)c2ccc3nc(-c4ccccc4)c(-c4ccccc4)nc3c2)c1 across the screens: 111.0, 0.3

(cont.)
SMILES	Polio RdRp inh	Polio RdRp inh FP z-score
CC12CCC(=O)N1CCCCN2 (stereo not drawn)	108.0	1.8
Cc1cn2c(=O)c(S(=O)(=O)Nc3ccc(F)cc3F)c(C)nc2s1	108.0	0.2
CC(C)CC(C(=O)N1CCCc2ccccc21)N1C(=O)c2ccccc2C1=O (stereo not drawn)	106.0	0.3
COCCNC(=O)Cn1c(=O)c2cccn2c2ccc(F)cc21	103.0	-0.7
COc1ccc(OC)c(NC(=O)c2ccc(N3C(=O)CCC3=O)cc2)c1	101.0	-0.5
CCCc1cc(CN)on1	99.0	-1.4
CCOC(=O)c1c(-c2ccccc2)oc2c(-c3ccccc3)cc(O)cc12	100.0	-0.3
CC1(C)CC(NCc2ccco2)CC(C)(C)N1	104.0	0.1
COc1ccc2ccccc2c1CN1CCN(C(=O)c2ccco2)CC1	100.0	-0.4
O=C(NCC1CCCO1)C12CC3CC(CC(C3)C1)C2 (stereo not drawn)	103.0	0.3
COC(=O)c1ccccc1OC(=O)c1ccncc1	101.0	0.2
CC(Sc1nc(-c2ccccc2)cc(C(F)(F)F)n1)C(=O)O (stereo not drawn)	103.0	0.3
CC(=O)Nc1ccc(S(=O)(=O)NC2(C(F)(F)F)NC(=O)N(c3ccc(C)cc3)C2=O)cc1 (stereo not drawn)	105.0	-0.1
C[C@H]1[C@H](NC(=O)/C(=N\OC(C)(C)C(=O)O)c2csc(N)n2)C(=O)N1S(=O)(=O)O	99.0	-0.1

These rows are one share of the data; rates above refer to the full screens.
